E coli WT inh: blocks growth of wild type E. coli BW25113; E. coli BW25113 growth inhibition, OD600; inhibition, % at 10 µM; hit rate 0.05% among 20,000; AID 552; in the data active = inhibition above about 40%;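 also: bacteria exposed to compound for 20 hours at 37 °C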
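Material: bacterial strain in a whole-cell growth screen; Amount: inoculum from a 1:1000 dilution of a 1.5 h subculture; Buffer or medium: LB plus kanamycin 50 µg/mL; Dosing: one dose, 10 µM final; Times: compound exposure of 20 h at 37 °C; Measured by: absorbance at 615 nm as a measure of bacterial growth.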
The depositor's hits bear a star.

SMILES	E coli WT inh
CCCn1nnc(NC(=O)c2ccc(OCC)c(Cl)c2)n1	-6
O=C(CN1CCC(O)(c2ccc3c(c2)OCO3)CC1)OC1CCCCC1	-4
CCCNC(=O)N1CCN(c2ncccn2)CC1	-11
CCC(Oc1ccccc1)C(=O)Nc1nnc(C(F)(F)F)s1 (configuration not stated)	-18
Cc1cc(-n2nc(C)cc2C)nc(N)n1	5
CCOc1ccccc1OCCOCCN1CC(C)OC(C)C1 (configuration not stated)	-7
Cc1ccc(-c2cc(C(F)F)nc(N3CCC(C)CC3)n2)cc1	0
Cc1cc(C)n(CC2CC(=O)N(c3ccc(Cl)c(Cl)c3)C2=O)n1 (configuration not stated)	8
Cc1cc(C)c(N2CCN(S(=O)(=O)N3CCCCCC3)CC2)c(C)c1	-14
Cc1ccc(NC2=NC3(CCCCC3)N=C(N)N2)c(C)c1	7
COc1ccc(NC(=O)C2OCCc3ccccc32)c(OC)c1 (configuration not stated)	-15
Cc1cnc(C(=O)OCC(=O)Nc2ccc(Cl)cc2Cl)cn1	0
COc1ccc(-c2noc(-c3cc(Cl)ccc3Cl)n2)cc1OC	7
CCN1C(=O)c2cccc3c(NC(=O)c4ccc5c(c4)OCCO5)ccc1c23	-4
CC1CCCC(NC(=O)CN2CCN(Cc3ccc(Cl)cc3)C2=O)C1C (configuration not stated)	0
Cc1cccc(N(CC(=O)Nc2ccc(CC#N)cc2)S(C)(=O)=O)c1	-4
c1ccc(-c2nnc(CSc3nncs3)o2)cc1	-4
Cc1nccn1CCCN1C(=O)OC2(CCCCC2)C1(C)O (configuration not stated)	0
Cc1nc2ncnn2c(Nc2ccc3c(c2)OCCO3)c1C	7
Cc1onc(-c2ccccc2Cl)c1C(=O)Nc1ccccc1C(=O)NC(C)C	-13
O=C(O)C1CCCN1C(=O)c1cccs1 (configuration not stated)	-1
CCOC(=O)c1[nH]c2cc(OC)c(OC)cc2c1NC(=O)C(C)N1CCN(Cc2ccccc2)CC1 (configuration not stated)	-3
COc1ccccc1C(=O)Nc1nc2ccc(S(C)(=O)=O)cc2s1	4
Cc1cccc2cc(CN(CCN3CCCC3)C(=O)NC3CCCCC3)c(=O)[nH]c12	1
O=c1c2ccccc2nc(SCc2cccc(F)c2)n1Cc1ccco1	2
O=S(=O)(/N=C(/Nc1cc(N2CCOCC2)ncn1)c1ccccc1)c1ccccc1	3
CC(NC(=O)Nc1ccc2c(c1)OCO2)C1CCCO1 (configuration not stated)	4
Cc1ncc(CSc2nc3ccccc3[nH]2)c(N)n1	16
Cc1ccc(-c2nnc(CSc3nnc(COc4ccccc4)n3-c3ccccc3)o2)cc1	-22
C=CCn1c(COc2ccccc2F)nnc1SCC(=O)N1CC(=O)Nc2ccccc21	7
Cc1cc(C)nc(Nc2n[nH]c(Cc3ccccc3)n2)n1	-7
COc1cccc(-c2nnc(NC(=O)c3ccccc3Br)o2)c1	-2
Cc1nc(N2CCc3ccccc3C2)[nH]c(=O)c1CCC(C)C	-20
CCOC(=O)C1=C(C)NC(=O)NC1c1ccc(OCCO)c(OC)c1 (configuration not stated)	-3
O=C(Nc1cc2nn(-c3ccccc3)nc2cc1Cl)c1ccco1	-18
CC(C)(C)NC(=O)CN(C(=O)C1CSC(=O)C1)c1ccc2c(c1)OCCO2 (configuration not stated)	-2
COC(=O)c1nc(N)sc1-c1ccccc1	8
O=C(CN1CCCCC1)Nc1ccccc1NC(=O)CN1CCCCC1	-15
CCc1ccccc1OCCCCCNCCO	11
CCOC(=O)C1CCN(C(=O)CCCCn2c(=O)[nH]c3ccccc3c2=O)CC1	3
CC(C)CC(=O)N1CCN(S(=O)(=O)c2ccc(F)cc2)CC1	3
COc1ccccc1OCC(=O)N1CCN(c2ccccc2OC)CC1	-4
CCn1c(=O)n(CC)c2cc(S(=O)(=O)N3CCOCC3)ccc21	-18
Clc1ccc(Cc2nn3c(-c4ccncc4)nnc3s2)cc1	5
COc1ccc(NC(=O)c2cccc(NC(=O)C3C4CC5OC(=O)C3C5C4)c2)c(OC)c1 (configuration not stated)	3
CCOC(=O)c1sc(NC(=O)COC(=O)Cn2cnc3ccccc32)c(C(=O)OCC)c1C	0
CS(=O)(=O)N1CCC(C(=O)Nc2ccc(Br)cc2F)CC1	1
CCCOc1cc(C)c(S(=O)(=O)n2ccc(C)n2)cc1C	-14
CCOC(=O)C1CCN(C(=O)COc2cccc(C)c2)CC1	7
CC(=O)N1CCN=C1SCc1c(F)cccc1Cl	5
The results go on.
SMILES	E coli WT inh
c1ccc2c(c1)OCC(c1nn3c(Cn4nnc5ccccc54)nnc3s1)O2 (configuration not stated)	-8
c1ccc(-c2nc(NCc3ccco3)c3ccccc3n2)nc1	-12
Brc1cc2[nH]cnc2c2ccccc12	-15
O=c1c2c(nc3nc(COc4ccccc4)[nH]n13)CCC2	-11
Cn1nc(-c2ccc(C(=O)N3CCN(c4ccccc4)CC3)cc2)c2ccccc2c1=O	8
Cc1ccc(S(=O)(=O)N(C)CC(=O)NC2CCCC2)cc1	-2
CCOC(=O)c1[nH]c2ccc(OC)cc2c1NC(C)=O	-27
CCOc1ccc(NC(=O)Nc2ccc(N(C)C(C)=O)cc2)cc1	-12
CCOC(=O)c1c(-c2ccccc2)[nH]c2ccc(O)cc12	-15
Cn1c(/C=C/N2CCOCC2)c(C(=O)c2ccc(Br)cc2)c(=O)n(C)c1=O	-13

Overlap with the part before: three compounds, then new ones.
SMILES	E coli WT inh
CCOc1ccc(NC(=O)Nc2ccc(N(C)C(C)=O)cc2)cc1	-12
CCOC(=O)c1c(-c2ccccc2)[nH]c2ccc(O)cc12	-15
Cn1c(/C=C/N2CCOCC2)c(C(=O)c2ccc(Br)cc2)c(=O)n(C)c1=O	-13
O=C(Nc1ccc2c(c1)OCO2)c1ccc(S(=O)(=O)NCC2CCCO2)cc1 (configuration not stated)	-23
CC(C)(NC(=O)N1CCCC1)c1cccc(C(C)(C)NC(=O)N2CCCC2)c1	1
CCCc1nc(Nc2nc3ccccc3o2)nc(C)c1C(=O)OCC	-7
Cc1cccc(N2CN=c3s/c(=C\c4ccncc4)c(=O)n3C2)c1	-3
COc1ccccc1NC(=O)CC1Nc2ccccc2NC1=O (configuration not stated)	-27
Cc1cccc(C(C)(C)C)c1OCCn1ccnc1	-7
Cc1ccc(C2C(C(=O)c3sc(C)nc3C)=C(O)C(=O)N2CCN2CCOCC2)o1 (configuration not stated)	-15
CCN(CC)S(=O)(=O)c1ccc2c(c1)nc(SCC(=O)NC1CC1)n2-c1ccccc1OC	1
CCSC1=C(C#N)C(c2ccc(Cl)cc2)C2=C(CCCC2=O)N1 (configuration not stated)	-16
CN1CCN(c2ccccc2NC(=O)c2ccc(OCc3ccccc3)cc2)CC1	-21

Continued, starting with the last 5 of the part before.
SMILES	E coli WT inh
Cc1cccc(C(C)(C)C)c1OCCn1ccnc1	-7
Cc1ccc(C2C(C(=O)c3sc(C)nc3C)=C(O)C(=O)N2CCN2CCOCC2)o1 (configuration not stated)	-15
CCN(CC)S(=O)(=O)c1ccc2c(c1)nc(SCC(=O)NC1CC1)n2-c1ccccc1OC	1
CCSC1=C(C#N)C(c2ccc(Cl)cc2)C2=C(CCCC2=O)N1 (configuration not stated)	-16
CN1CCN(c2ccccc2NC(=O)c2ccc(OCc3ccccc3)cc2)CC1	-21
COc1cc(OC)cc(-c2nnc(SCC(=O)Nc3cc(C)on3)o2)c1	-4
CC(=O)c1ccc(-n2nnnc2SCC(=O)N2CCc3ccccc3C2)cc1	4
CCOC(=O)c1ccc(NC(=O)CCc2nc(-c3cccc(C)c3)no2)cc1	0
Cc1c(C#N)sc2nc(-c3ccccc3)nc(N3CCCC3)c12	2
COCCCNC(CC(=O)Nc1ccccc1C(=O)OC)C(=O)O (configuration not stated)	-19
CCC(CC)C(=O)Nc1cccc(C(=O)N2CCOCC2)c1	-17
COC(=O)c1cc(S(=O)(=O)N2CCC(C)CC2)ccc1F	-2
CCCCC(O)(C(NC=O)C(=O)OC)C(F)(F)F (configuration not stated)	5
CN1CCN(C(=O)c2ccc3c(=O)n(CCc4ccccc4)c(=S)[nH]c3c2)CC1	10
COc1ccc(S(=O)(=O)N(C)CC(=O)Nc2ccccc2C(F)(F)F)cc1	-6

A run of entries from the list above, as a working copy:
SMILES	E coli WT inh
CN1CCN(C(=O)c2ccc3c(=O)n(CCc4ccccc4)c(=S)[nH]c3c2)CC1	10
COc1ccc(S(=O)(=O)N(C)CC(=O)Nc2ccccc2C(F)(F)F)cc1	-6

(listing goes on)
SMILES	E coli WT inh
CCOC(=O)c1nn(-c2ccc(OC)cc2)c(=O)c2c(N)scc12	5
Cc1ccc(S(=O)(=O)N(C)Cc2nc(-c3ccncc3)no2)cc1	-18
CCOC(=O)N1CCN(CCC(=O)c2ccc(Cl)cc2)CC1	17
O=c1oc2ccccc2n1CCc1ccccc1	-3
CC1CN=C(N(C(=O)Nc2ccccc2)c2ccc(S(=O)(=O)N3CCOCC3)cc2)S1 (configuration not stated)	13
Cc1ccc(S(=O)(=O)N2CCOCC2)c(C)c1-n1cnnn1	-15
CC(=O)OC1c2ccccc2C(=O)N1c1ccccc1C (configuration not stated)	-4
CC1=C(C(=O)Nc2cccnc2)C(c2ccc(C(C)C)cc2)n2ncnc2N1 (configuration not stated)	7
CC1=C(C(=O)OCC2CCCO2)C(c2ccc(O)cc2)NC(=O)N1 (configuration not stated)	-21
CC(=O)Nc1ccc(NC(=O)CN(c2ccccc2Cl)S(C)(=O)=O)cc1	-9
CCCCC(=O)Nc1ccc(C(=O)NCC(=O)OC)cc1	-20
Cc1cc(C)c2c(n1)nn1c(C3CC3)cc(C(F)(F)F)nc21	-3
O=C(NCc1cccc(Cl)c1)c1ccco1	-12
O=C(NCCCN1CCOCC1)c1ccc(Br)s1	-12
Cc1nn(C(=O)CCCC(=O)n2nc(C)c(Cl)c2C)c(C)c1Cl	3
O=C(Cc1ccsc1-c1ccccc1)NO	-3
CC(C)Sc1nc2c(c(=O)n1-c1ccc(F)cc1)SCC2	17
O=C(N1CCOCC1)N1CCN(C(=O)N(c2ccccc2)c2ccccc2)CC1	-18
CC(=O)c1c(C)nc(C)nc1NC(=O)Cc1ccccc1	-2
C/C=C(\C)c1nnc(NC(=O)c2ccco2)s1	-19
CCOC(=O)c1ccccc1NC(=O)Nc1ccc(OC)c(OC)c1	2
COc1ccc(N=C2C(=O)Nc3ccccc32)cc1	0
O=C(NCC1CCCO1)c1cccc(N2CCCC2=O)c1 (configuration not stated)	12
O=C(c1cccs1)N1CCN(C2CCN(Cc3ccccc3)CC2)CC1	-24
C=CCn1c(SCC(=O)Nc2nc3ccccc3s2)nnc1-c1ccccc1O	-15
CCOC(=O)CNC(=O)C(CO)NC(=O)OCc1ccccc1 (configuration not stated)	-14
Cc1ccc(NC(=O)C2CCCN(S(=O)(=O)c3cnc[nH]3)C2)cc1C (configuration not stated)	13
Cc1nc(C)c(C(=O)C2=C(O)C(=O)N(CCN3CCOCC3)C2c2ccco2)s1 (configuration not stated)	21
O=c1[nH]c(N2CCc3ccccc32)nc2c1CCCC2	-7
Cc1ccc(C(=O)CSC2=C(C#N)C(c3ccco3)C3=C(CC(C)(C)CC3=O)N2)cc1 (configuration not stated)	4
O=C(CCCn1c(=O)c2sccc2n(CC(=O)NCc2ccco2)c1=O)NCc1ccco1	-1
Cc1cc(O)c(C(C)C)cc1NC1=NS(=O)(=O)c2ccccc21	-26
CSc1nsc(SCc2ccc(F)cc2)n1	-15
Cc1cccc(C)c1OCc1nnc(SCC(=O)Nc2ccccc2F)o1	3
CC(=O)N1CCc2cc(S(=O)(=O)NCCC(=O)Nc3cc(C)cc(C)c3)ccc21	0
CC(CCc1ccccc1)NCC(O)c1ccc(O)c(C(N)=O)c1 (configuration not stated)	9
CCN(CC)CCOC(=O)c1ccc(NC(=O)COc2cc(=O)n(CC)c3ccccc23)cc1	0
Cc1cc2nc3c(nc2cc1C)C1(C(=O)O)CCC3(C)C1(C)C (configuration not stated)	-10
Nc1nc(CN2CCOCC2)cs1	7
CCOc1cc(C(=O)NCCOC)ccc1OC	-14

6 entries from above, in markdown.
| compound | E coli WT inh |
| --- | --- |
| O=C(CCCn1c(=O)c2sccc2n(CC(=O)NCc2ccco2)c1=O)NCc1ccco1 | -1 |
| Cc1cc(O)c(C(C)C)cc1NC1=NS(=O)(=O)c2ccccc21 | -26 |
| CSc1nsc(SCc2ccc(F)cc2)n1 | -15 |
| Cc1cccc(C)c1OCc1nnc(SCC(=O)Nc2ccccc2F)o1 | 3 |
| CC(=O)N1CCc2cc(S(=O)(=O)NCCC(=O)Nc3cc(C)cc(C)c3)ccc21 | 0 |
| CC(CCc1ccccc1)NCC(O)c1ccc(O)c(C(N)=O)c1 (configuration not stated) | 9 |

Next records follow.
SMILES	E coli WT inh
CC1Oc2ccccc2N(CC(=O)N(Cc2ccccc2)Cc2ccccn2)C1=O (configuration not stated)	4
c1ccc2c(c1)OCC(c1nnc3sc(-c4cnccn4)nn13)O2 (configuration not stated)	-12
Cc1ccc(C(=O)CSc2nnc(CNc3ccc(C)cc3C)o2)cc1	-8
Cc1cc(C)cc(OCC(=O)Nc2cccc(-c3nnc(-c4ccco4)o3)c2)c1	-3
Nc1nc2n(n1)C(c1c(F)cccc1Cl)CC(c1ccc(F)cc1)N2 (configuration not stated)	-4
N#Cc1c(N)sc2c1CCN(C(=O)OCc1ccccc1)C2	-12
CCOC(=O)c1c(C)[nH]c(C)c1C(=O)COC(=O)CNC(=O)c1ccc(OCC)cc1	7
CCOc1ccc(-c2nnc(N(CC)C(=O)C3CCC3)s2)cc1	-1
CC(=O)c1nnn(-c2nc(N3CCCC3)nc(N(c3ccccc3)c3ccccc3)n2)c1C	2
CCN1CCN(c2ncc(C(=O)N3CCN(c4ccccc4OC)CC3)c3ccccc23)CC1	-3
O=C1CN(S(=O)(=O)c2ccccc2)CC(=O)N1CCc1ccccc1	-12
O=C(NCc1ccccc1)c1cc(-c2ccco2)on1	8
Cc1ccccc1N(CC(=O)NCC1CCCO1)C(=O)C1(C)CC(=O)N=C2C=CC=CN21 (configuration not stated)	6
O=C(CSCc1ccccn1)Nc1ccccc1	4

Source: PubChem BioAssay (SRMLSC)

Not all compounds are listed; the hit share may differ from the screen's.
